Screening results (PubChem)
M. tuberculosis GlmU: inhibition of mycobacterial GlmU enzyme – biochemical, glucosamine-1-phosphate acetyltransferase (AID 1376); M. tuberculosis GlmU acetyltransferase enzyme assay; higher % means a stronger effect; one-dose inhibition, %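 (tested at 30 µM in the primary screen)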; IC50 in µM for titrated hits; 220,000 tested, 0.25% active; in the data active means inhibition above about 13%; inconclusive means no clear call, values can overlap the other calls;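 further: 0% = complete reaction with vehicle and 100% = reaction without substrate; strong numbers were not always called active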
RmlCD inh 1536: inhibitors of Mycobacterium tuberculosis RmlC and RmlD coupled enzymes | P9WH09+P9WH11 | RmlC+RmlD coupled enzyme assay, percent inhibition; primary screen in compound mixtures | inhibition, % at 3.6 µM | 160,000 tested, 0.03% active | AID 1533; in the data active means inhibition mostly above about 34%, no sharp cut-off; inconclusive means no clear call, values can overlap the other calls; inactive means mostly below about 22%; further: some results filed as inactive read as strong as hits
Target sequence (P9WH09 whole entry, looked up): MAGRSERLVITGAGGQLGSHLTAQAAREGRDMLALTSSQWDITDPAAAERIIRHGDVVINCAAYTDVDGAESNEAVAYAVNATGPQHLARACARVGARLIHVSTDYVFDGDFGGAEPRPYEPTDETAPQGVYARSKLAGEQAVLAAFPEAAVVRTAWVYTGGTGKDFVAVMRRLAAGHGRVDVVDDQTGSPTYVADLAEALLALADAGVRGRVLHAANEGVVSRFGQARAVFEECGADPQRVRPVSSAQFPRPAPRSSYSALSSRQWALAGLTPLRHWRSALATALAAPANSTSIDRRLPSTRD
Target sequence (P9WH11 whole entry, looked up): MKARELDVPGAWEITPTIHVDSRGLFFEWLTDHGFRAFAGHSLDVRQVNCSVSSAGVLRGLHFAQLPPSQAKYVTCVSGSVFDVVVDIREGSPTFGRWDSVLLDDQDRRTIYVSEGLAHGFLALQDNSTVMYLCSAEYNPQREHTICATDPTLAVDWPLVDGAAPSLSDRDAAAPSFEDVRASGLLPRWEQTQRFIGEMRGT
Numbers without * were called inactive; ? = inconclusive; . = no result given.

SMILES | M. tuberculosis GlmU | RmlCD inh 1536
O=C(NC1CCSC1=O)C1CCCCC1 (stereo not given) | -1.5% | -21.6
Cc1nc2oc3ccc(F)cc3c(=O)c2cc1C(=O)NC(C)(C)C | -8.5% | 6.6
Cc1cc(NC(=O)c2cc([N+](=O)[O-])cc([N+](=O)[O-])c2)no1 | 1.4% | -3.6
CCOC(=O)C1=C(C)Nc2ncnn2C1c1ccc2c(c1)OCO2 (stereo not given) | 0.9% | -5.5
C/C(=N/NC(=O)c1ccc2nc[nH]c2c1)c1cccs1 | 0.9% | 15.5
CC1CCN(S(=O)(=O)c2cc(Cl)ccc2Br)CC1 | 0.9% | .
COCCn1c(SCC(=O)N2CCCCC2)nc2ccccc2c1=O | -3.0% | -14.4
O=C(O)CCC(=O)Nc1ccccc1C(=O)Nc1ccccc1 | 5.6% | .
COc1cc2c(=O)n(Cc3ccccc3)c(=O)n(CC(=O)NCC3CCCO3)c2cc1OC (stereo not given) | -1.3% | 6.2
COc1ccc(C(C#N)N2CCC(c3ccccc3)=N2)cc1OC (stereo not given) | 1.8% | -7.1

Reprinted from the part before: 6 entries; new compounds follow.
SMILES | M. tuberculosis GlmU | RmlCD inh 1536
C/C(=N/NC(=O)c1ccc2nc[nH]c2c1)c1cccs1 | 0.9% | 15.5
CC1CCN(S(=O)(=O)c2cc(Cl)ccc2Br)CC1 | 0.9% | .
COCCn1c(SCC(=O)N2CCCCC2)nc2ccccc2c1=O | -3.0% | -14.4
O=C(O)CCC(=O)Nc1ccccc1C(=O)Nc1ccccc1 | 5.6% | .
COc1cc2c(=O)n(Cc3ccccc3)c(=O)n(CC(=O)NCC3CCCO3)c2cc1OC (stereo not given) | -1.3% | 6.2
COc1ccc(C(C#N)N2CCC(c3ccccc3)=N2)cc1OC (stereo not given) | 1.8% | -7.1
CC(=O)Nc1ccc(S(=O)(=O)N2CCSC2c2ccco2)cc1 (stereo not given) | 2.3% | .
CC(C)(C)C(=O)Nc1ccc(-c2nc3ccccc3c(=O)o2)cc1 | 2.6% | -40.0
CCOc1ccccc1NC1=NCC(=O)N1Cc1ccc(F)cc1 | 2.5% | 5.7
CCOC(=O)c1c(NC(=S)NC(=O)c2ccc(Cn3cc(Cl)cn3)o2)sc2c1CCCCC2 | -2.2% | -2.7
CC(C)Cc1nc(N2CCNCC2)c(C#N)c2c1CCC2 | -2.5% | -3.2
CCN1CCN(c2cc(C)c3cc(NC(=O)c4ccccc4F)ccc3n2)CC1 | -4.2% | 1.3
O=C(Nc1ccc(C(F)(F)F)cc1)c1csc(-c2ccncc2)n1 | 0.2% | -4.7
CNC(=S)NNC(=O)c1sc2cc(C(F)(F)F)cnc2c1-c1cccnc1 | -0.3% | -11.7
O=C1CC(=O)C(n2cncn2)C(c2cccc(Cl)c2)C1 (stereo not given) | 2.5% | -8.7
CCN(CC)CCNC(=O)c1ccc(Cl)c(S(=O)(=O)Nc2ccc(Cl)cc2)c1 | -1.8% | -9.0
CCOc1cc(NC(=S)NCc2ccco2)c(OCC)cc1NC(=O)c1ccco1 | -2.4% | -2.3
CCOCCCn1c(SCc2nc3sc(C(=O)O)c(C)c3c(=O)[nH]2)nnc1-c1ccc(Cl)cc1 | 0.6% | 0.0
COc1ccc(NC(=O)c2ccco2)cc1NC(=O)c1c(F)c(F)c(OC)c(F)c1F | 2.1% | -6.2
Cc1ccc(NC(=O)CN2C(=O)S/C(=C\c3cccn3C)C2=O)cc1 | 4.3% | .
COc1ccc(NS(=O)(=O)c2ccc(NS(=O)(=O)c3ccc(SC)cc3)cc2)c(OC)c1 | 1.5% | 8.4
CCCCCCC(=O)N/N=C1\CCCc2ccccc21 | -0.5% | -6.7
CCN(CC)C(=O)CSc1nc2c(sc(=S)n2-c2ccccc2)c(=O)n1Cc1ccco1 | 2.3% | .
O=C(Nc1nnc(-c2ccccc2)o1)c1cc(Cl)sc1Cl | -3.6% | 7.3
CCOc1ccccc1/C=C(\C#N)C(=O)Nc1cccc(C(=O)O)c1 | 5.8% | .
Cc1ccc(C)c(S(=O)(=O)N2CCN(c3ncccn3)CC2)c1 | -0.1% | .
CCOc1ccc(C2C(C(=O)c3ccc(C)o3)=C(O)C(=O)N2CCCN(CC)CC)cc1 (stereo not given) | 2.1% | .
COc1ccc(CC(NC(C)=O)C(=O)NC2CCN(S(=O)(=O)c3ccccc3)CC2)cc1OC (stereo not given) | 3.0% | 0.1
O=C(N/N=C/C=C/c1ccco1)c1cccs1 | 0.2% | 2.1
CCCNc1c(N)c(=O)oc2ccccc12 | 2.6% | 9.8
N#C/C(C(=O)NCc1ccccc1)=C1/N=C(NC(=O)c2cccs2)c2ccccc21 | -4.6% | 2.9
Cc1ccc(C)c(NC(=O)COC(=O)CCC(=O)c2cccs2)c1 | 5.5% | 8.0
COc1cccc(-c2ccc(SCC(=O)c3ccccc3)nn2)c1 | -1.3% | -9.7
CCOC(=O)Cc1csc(NC(=O)CCCC(=O)O)n1 | 0.7% | 1.0
COc1cc(N2C(=O)c3ccccc3C2=O)c(Cl)cc1C(=O)OCC(=O)N(C)C | 6.3% | .
CN=C1SC(CC(=O)Nc2cc(Cl)ccc2Cl)C(=O)N1C (stereo not given) | -2.9% | -1.7
O=Cc1cn(-c2ccccc2)nc1-c1ccc2c(c1)OCCO2 | -2.7% | .
Cc1cc(O)c2/c(=N\N)c(-c3csc(C)n3)coc2c1 | -1.9% | .
Cc1cccc(NC(=O)CS(=O)(=O)Cc2ccccc2)n1 | -4.2% | 5.0
COC(=O)C/C(N)=C(\C#N)C(=O)OC | 1.1% | -7.8
CSc1ccccc1NS(=O)(=O)c1ccc2c(c1)OCCO2 | 2.1% | 3.9
Cc1[nH]c(=O)[nH]c(=O)c1S(=O)(=O)N1CCC(C(=O)N2CCN(c3cccc(C(F)(F)F)c3)CC2)CC1 | 3.0% | -5.9
Cc1ccc(CC2CC(=O)N(c3nc4ccccc4s3)C2=O)cc1 (stereo not given) | 1.1% | 3.5
Cc1ccccc1-n1nc(SCC(=O)O)sc1=S | 5.7% | -5.7
Cc1cc(C(=O)COC(=O)CN=C2NS(=O)(=O)c3ccccc32)c(C)n1CCc1ccc(Cl)cc1 | -4.3% | 8.4
Cc1ccc2c(c1)N(CC(=O)N1CCCCC1c1cccnc1)C(=O)CO2 (stereo not given) | 1.4% | .
Fc1ccc(-n2nnc(-c3cccnc3)n2)cc1 | 4.9% | .
O=S(=O)(c1cccc(NC(=S)N2CCN(c3ccccc3)CC2)c1)C(F)F | 0.7% | 6.5
COCC(=O)NC1CCCCCC1 | 16.4% | 20.3
Cc1csc(SCC(=O)Nc2sccc2C(N)=O)n1 | 3.3% | -5.1
CCC(CC)C(=O)Nc1ccc([N+](=O)[O-])cn1 | 5.3% | 5.0
COCCOc1ccc(C(F)(F)F)cc1Nc1nc2ccccc2o1 | 2.5% | 2.2
COc1ccccc1-n1c(SCC(=O)N2CCCC2)nnc1-c1ccccc1 | 0.2% | .
CCOc1cc(C(=O)N2CCN(c3ccc(C(C)=O)cc3)CC2)cc(OCC)c1OCC | 0.3% | .
Cc1nnn(C23CC4CC(CC(C(=O)NN)(C4)C2)C3)n1 | 6.3% | -7.6
COc1ccc(C(=O)N/N=C/c2ccc(OC)c(CN3CCN(c4ccc(F)cc4)CC3)c2)cc1 | -8.9% | -7.6

The listing continues:
SMILES | M. tuberculosis GlmU | RmlCD inh 1536
CN(C)Cc1c(-c2ccc(Cl)cc2)nc2ccc(Cl)cn12 | -5.5% | .
CC(=O)Nc1ccc(NS(=O)(=O)c2ccc(C)cc2)cc1[N+](=O)[O-] | -1.2% | 12.1
Cc1csc(NC(=O)C2CCN(C(=O)c3ccccc3C)CC2)n1 | -1.6% | -3.2
O=C(CCN1C(=O)C2C3C=CC(C3)C2C1=O)Oc1ccc2ccccc2c1 (stereo not given) | 2.6% | -8.4
CN(Cc1ccc(Cl)s1)C(=O)CCl | -2.5% | -7.0
COC(=O)c1ccc(Oc2nc3c(c(=O)n(C)c(=O)n3C)n2CCC(C)C)cc1 | -4.3% | .
CC1=CCC2C(=O)N(c3ccc(C)cc3)C(=O)C2C1 (stereo not given) | 2.8% | .
COc1ccc(CNC(=O)C(c2ccncc2)N(C(=O)Cc2cccs2)c2cccnc2)cc1 (stereo not given) | 29.1% | 1.5
CCCCn1nc2cc(C(=O)NCc3ccccc3OC)ccc2c1OCC | 0.4% | .
COc1ccc(OC)c(C2C(C(=O)c3cccs3)=C(O)C(=O)N2CCN(C)C)c1 (stereo not given) | -3.6% | .

Reformatted in markdown: entries from further up
| Compound | M. tuberculosis GlmU | RmlCD inh 1536 |
| --- | --- | --- |
| Cc1nnn(C23CC4CC(CC(C(=O)NN)(C4)C2)C3)n1 | 6.3% | -7.6 |
| COc1ccc(C(=O)N/N=C/c2ccc(OC)c(CN3CCN(c4ccc(F)cc4)CC3)c2)cc1 | -8.9% | -7.6 |

Next section.
SMILES | M. tuberculosis GlmU | RmlCD inh 1536
CC(C)COc1cccc(C(=O)Nc2ccc(S(=O)(=O)N3CCOCC3)cc2)c1 | 7.0% | -3.0
Cc1nn(-c2ccccc2)c2c1C1(C(=O)N3c4c(cccc41)C(C)CC3(C)C)C(C#N)=C(N)O2 (stereo not given) | 3.4% | .
COc1ccc(-c2nnn(CC(=O)NCc3cccs3)n2)cc1OC | -5.6% | 9.4
CCOC1OC2C(CO)OC(n3cnc4c(N)ncnc43)C2O1 (stereo not given) | 6.9% | .
NC(=O)CS(=O)(=O)c1ccc(Cl)cc1 | -7.4% | 7.8
CCCOc1ccc([C@@H]2C3CN(C(=O)OCC)CC=C3C(C#N)=C(N)C2(C#N)C#N)cc1OC (stereo not given in full) | 2.7% | 44.3
Cc1ccc(SCc2nc(-c3ccccc3)no2)cc1 | 0.9% | .
O=C(Nc1cccnc1)c1cc(-c2cc(Cl)ccc2O)n[nH]1 | -5.1% | -4.3
COc1ccc2nc(SCc3ccccc3)nc(C)c2c1 | 5.1% | -6.5
Cc1ccc(-c2nc3ccccc3o2)cc1NC(=S)NC(=O)c1cccs1 | 0.5% | 7.9
COCCNC(=O)c1ccc2ccccc2n1 | -2.7% | 4.7
COc1ccc(Nc2cc(C(=O)NCCCN3CCOCC3)c3ccccc3n2)c(OC)c1 | -0.5% | -4.0
CCOc1ccc(C(=S)N2CCCC2)cc1 | 0.7% | .
Cc1cc(C)n(-c2ccc(C(=O)Nc3ccc(C)c(S(=O)(=O)N4CCOCC4)c3)cc2)n1 | 2.0% | 14.0
CC(C)c1ccc(C(=O)NNC(=O)C2CC=CCC2C(=O)O)cc1 (stereo not given) | -11.3% | 11.3
CCC(=O)N1CCc2cc(S(=O)(=O)CCC(=O)NC(C)CC)ccc21 (stereo not given) | 6.6% | 3.9
CC(Oc1ccccc1)c1ccnc2nc(/N=C/N(C)C)nn12 (stereo not given) | -2.1% | -0.5
c1cc2nncn2nc1N1CCCC1 | -1.9% | -4.0
Cc1ccc(C(=O)NNC(=O)CSc2nnc(CNc3ccc(F)cc3)n2C)cc1 | -4.2% | 0.7
Cc1cc2cc(CN(Cc3cccs3)Cc3nnnn3CC3CCCO3)c(=O)[nH]c2cc1C (stereo not given) | 0.1% | 11.4
O=C(Nc1ccccn1)c1onc2c1CCCC2 | 0.8% | .
COc1ccccc1NC(=O)CSCc1nc2ccccc2[nH]1 | 0.3% | -8.8
CCC(NC(=O)N(Cc1ccccc1)Cc1ccc2c(c1)OCO2)(C(F)(F)F)C(F)(F)F | 0.0% | -13.1
COCCn1c(C)cc(C(=O)COC(=O)c2cc3c(s2)CCC3)c1C | -0.2% | .
O=C(CSc1ccc(Cl)cc1)NN=C1CCCCCC1 | 0.3% | .
CC(NCc1ccc(S(N)(=O)=O)cc1)C(=O)N1c2ccccc2CC1C (stereo not given) | -2.4% | .
COC(=O)Cc1ccc(NC(=S)N2CCN(C)CC2)cc1 | -6.7% | -3.7
COCCCNC(=O)c1ccccc1NS(=O)(=O)c1ccc(C)cc1 | -0.8% | .
CCSc1cc(C)nc2ncnn12 | -0.3% | .
O=C(CCc1ccccc1)NC(=S)Nc1ccccc1Br | 2.1% | .
CNC(=S)N/N=C(\C)c1ccc(C(C)(C)C)cc1 | -5.5% | 10.2
O=C(/C=C/c1ccco1)NC(=S)Nc1cc(-c2nc3ccccc3s2)ccc1Cl | 13.0%* | 7.3
CC1CCCCN1C(=O)Cn1c(=O)oc2ccccc21 (stereo not given) | 4.9% | -10.2
COc1ccc(Br)cc1CNC(=O)C1CCN(C(=O)N(C)C)CC1 | 4.1% | -5.8
CC(=O)NS(=O)(=O)c1ccc(NC(=O)c2ccc(Br)o2)cc1 | 6.0% | 9.8
Cc1cc(C)n(S(=O)(=O)c2ccc(Cl)c(Cl)c2Cl)n1 | -8.5% | 7.8
Cc1ccc(C(=O)NCCN2CCOCC2)cc1 | 1.1% | .
CCCCC(=O)Nc1ccc(C(N)=O)cc1 | -2.6% | -5.5
CN(C)/C=C/C(=O)c1ccc(Oc2ccccc2)cc1 | -4.5% | 13.0
COc1ccc(/C=N/NC(=O)c2ccc(=O)[nH]n2)cc1OC | -2.6% | ?
COC(=O)c1ccccc1NC(=O)CSc1ncn[nH]1 | 7.2% | 24.4
O=C(NCC1CC1)c1cc(-c2ccccc2)nn1CC1CC(c2cccnc2)=NO1 (stereo not given) | 2.6% | .
O=C(NCCCN1CCOCC1)C1Nc2ccc(OC(F)(F)F)cc2C2C=CCC12 (stereo not given) | -0.5% | .
COc1nc(N/N=C/c2ccc(-c3ccccc3[N+](=O)[O-])o2)nc(N2CCOCC2)n1 | 1.3% | 16.6

One compound at a time, as listed above:
Record of COC(=O)c1ccccc1NC(=O)CSc1ncn[nH]1 → M. tuberculosis GlmU = 7.2%; RmlCD inh 1536 = 24.4
Record of O=C(NCCCN1CCOCC1)C1Nc2ccc(OC(F)(F)F)cc2C2C=CCC12 (stereo not given) → M. tuberculosis GlmU = -0.5%; RmlCD inh 1536 = .

These rows are one share of the data; the hit share may differ from the screen's.
